High-throughput results (PubChem BioAssay)
Growth percent in the NCI-60 one-dose screen (48 h, 10 µM unless noted): 100 = growth as untreated, 0 = no growth, -100 = all killed.
OVCAR-5: OVCAR-5 ovarian cancer; 2.9% of 82,000 active
SK-OV-3: SK-OV-3 ovarian cancer cells. 3.2% of 80,000 active
ACHN: ACHN renal cancer. AID 1794771. 4.9% of 81,000 active
A498: A498 renal cancer cells | 5.4% of 76,000 active | AID 1794774
OVCAR-4: OVCAR-4 ovarian cancer cells; 3.7% of 80,000 active
IGROV1: IGROV1 ovarian cancer; 4.7% of 79,000 active
OVCAR-8: OVCAR-8 ovarian cancer; 4.4% of 81,000 active
OVCAR-3: OVCAR-3 ovarian cancer. 7% of 79,000 active. AID 1794787
RXF 393: RXF 393 renal cancer cells; AID 1794773; 6.9% of 77,000 active
Numbers without * were called inactive; nt = no result given; [ ] = remark or other dose. How the source made its calls: active means growth percent below 10; inactive means the rest.

compound,OVCAR-5,SK-OV-3,ACHN,A498,OVCAR-4,IGROV1,OVCAR-8,OVCAR-3,RXF 393
CC(C)c1ncc(CO)n1Cc1c(Cl)cccc1Cl,106.0,99.5,99.9,77.8,115.6,100.3,104.8,104.6,95.8
COc1ccc(/C=C/C(=O)Oc2ccc(/C=C/c3cc(OC(=O)/C=C/c4ccc(OC)c(OC)c4)cc(OC(=O)/C=C/c4ccc(OC)c(OC)c4)c3)cc2)cc1OC,97.7,88.8,nt,86.2,91.4,107.7,79.0,97.8,113.9
O=C1/C(=C/c2cccc([N+](=O)[O-])c2)Oc2ccc(O)c(O)c21,111.9,107.8,105.2,102.2,81.5,100.5,88.4,87.0,111.3
CCC(C)[C@H](NC(=O)Nc1cc(C(F)(F)F)cc(C(F)(F)F)c1)C(=O)N[C@@H](Cc1cn(C)cn1)C(=O)OC (some centres undefined),-93.7*[100 µM],-100.0*[100 µM],-98.4*[100 µM],-94.4*[100 µM],-96.7*[100 µM],-81.5*[100 µM],-78.3*[100 µM],-97.6*[100 µM],-86.6*[100 µM]
COc1ccc(-c2nc(N/N=C/c3ccc(O)c(OC)c3)nc(N3CCOCC3)c2C#N)cc1,109.8,101.4,104.8,82.6,105.3,91.6,95.1,99.0,nt
OCc1cccs1,99.3,110.6,106.9,116.8,104.2,114.0,102.6,112.0,100.8
C/C(=N\NC(=S)Nc1cccc(C)c1)c1cc2ccccc2oc1=O,108.5,113.0,105.1,nt,101.5,105.5,99.1,nt,97.7
O=C(OCCOCCOC(=O)Oc1ccccc1)Oc1ccccc1,108.7,114.2,100.1,93.7,nt,112.4,111.5,122.2,113.0
COc1cc(O)c2c(c1)/C=C/C[C@H](O)[C@H](O)C(=O)/C=C\C[C@H](C)OC2=O,8.3*,75.4,7.0*,nt,18.9,9.2*,19.9,nt,-56.9*
Cc1ccc(S(=O)(=O)OC2CCCCC2Br)cc1 (centres undefined),113.5,116.2,111.2,123.3,109.1,113.2,102.7,124.8,112.2
Cc1nc2ccc(OCc3cn(Cc4ccccc4)nn3)cc2c(=O)n1Cc1ccccc1,100.0,92.2,94.6,nt,86.7,93.7,82.0,94.3,105.3
O=c1c2ccccc2nnn1N1CCOCC1,92.8,107.2,99.4,103.5,99.2,87.2,109.8,103.0,103.7
O=C(Cc1nc2ccccc2[nH]c1=O)c1cccnc1,106.1,108.8,94.4,108.7,91.4,97.1,94.5,109.5,96.9
CCOC(=O)c1sc2ncnc(Nc3ccc4c(cnn4C(=O)Nc4ccc(C)c(Cl)c4)c3)c2c1C,109.6,97.3,107.4,nt,114.8,97.9,101.8,117.2,99.3
COc1ccc(NC(=O)Cn2c3c(sc2=O)[C@H]2[C@@H](O)[C@@H](O)[C@H](O)[C@@H]2CS3)cc1,105.0,107.5,96.6,111.0,106.0,103.8,102.5,108.8,114.0
Cc1nc2ncccc2c(=O)n1-c1ccc(S(=O)(=O)Nc2ccccn2)cc1,90.1,91.0,97.8,101.0,103.4,104.8,96.8,106.8,88.2
CC(C)c1ccc(/C=N\Nc2ccc([N+](=O)[O-])cn2)cc1,106.6,113.0,99.8,94.5,96.8,87.0,102.4,119.0,119.5
Cc1ccc2c(c1)C(O)CCC2 (centres undefined),93.1,100.4,98.5,80.2,nt,83.0,101.9,101.1,105.8
COc1ccc(-c2nc(-c3ccc(C(F)(F)F)cc3)nc3[nH]c(-c4ccccc4)cc23)cc1,67.3,91.9,87.2,111.5,83.6,70.6,107.3,87.3,nt
COc1cc(/C=C/C(=O)/C=C(O)/C=C/c2ccc(OC(C)=O)c(OC)c2)ccc1OC(C)=O,90.7,105.0,85.8,96.1,84.7,78.2,82.5,65.7,83.5
Cn1cc(-c2csc(-c3ccccc3)n2)c2cccnc21,-44.2*[100 µM],-30.1*[100 µM],0.9*[100 µM],-82.4*[100 µM],-19.4*[100 µM],-20.7*[100 µM],2.3*[100 µM],-31.8*[100 µM],-37.4*[100 µM]
N#CCSc1ncnc2nc[nH]c12,118.9,nt,72.8,97.0,106.4,nt,98.0,112.8,nt
CC(=O)Nc1nc(Cl)c2[nH]cnc2n1,95.2,93.6,98.4,129.3,nt,117.3,101.5,110.0,111.5
COC(=O)c1ccc2oc(NC(=O)c3ccc(NCc4ccccc4)c([N+](=O)[O-])c3)nc2c1,94.0,95.7,108.4,99.7,95.6,95.0,100.1,106.9,70.9
COc1ccc2c(=O)c(C)c(C(=O)N[C@@H](Cc3ccccc3)C(O)C(N)=O)oc2c1 (some centres undefined),92.6,104.9,102.5,62.3,101.7,106.9,103.2,108.2,98.4
Cn1c(=O)c2ccc(-c3cc4ccccc4oc3=O)nc2n(C)c1=O,116.8,97.5,91.5,93.1,98.3,57.3,99.7,112.7,91.7
COc1ccc(CN2[C@H](C(=O)NCCCCCCC(=O)NO)Cc3c([nH]c4ccccc34)[C@H]2C2CC2)cc1,-21.2*,-33.5*,0.7*,-38.3*,40.6,-42.4*,2.7*,3.2*,nt
O=C(NNC(=O)c1ccccc1)c1ccccc1,101.9,100.9,102.6,88.7,98.4,108.5,105.5,111.1,115.8
Nc1nc2c(N=Nc3ccc(Cl)cc3)c(N)nn2cc1-c1nc2ccccc2s1,102.9,89.0,101.0,73.6,101.9,92.3,105.1,108.4,99.0
CCCCCCCCCCCCCCCCCC[n+]1ccc2c(C)c3c(c(C)c2c1)c1cc(O)ccc1n3CC,42.5,22.2,25.7,nt,18.2,6.4*,7.3*,4.3*,-7.7*
O=c1ccncn1C1OC(CO)C(O)C1O (centres undefined),102.9,94.2,100.5,76.7,103.5,101.3,97.1,98.4,99.1
CC1(C)OC2C(CO[Si](C)(C)C(C)(C)C)OC(n3c(I)c(C#C[Si](C)(C)C)c(=O)[nH]c3=O)C2O1 (centres undefined),92.6,111.0,107.1,102.4,-68.4*,96.7,88.6,-41.1*,-32.9*
COc1cc(/C=C2\SC(=O)NC2=O)ccc1OCC(=O)Nc1ccc(C(=O)/C=C/c2cc3ccccc3nc2Cl)cc1,109.0,104.0,93.8,110.6,52.9,92.6,84.0,103.5,77.1
COc1cc(Nc2ncccc2C(=O)NCc2cn(Cc3cccc(Oc4ccccc4)c3)nn2)cc(OC)c1OC,104.8,99.9,80.5,78.1,57.5,80.0,62.4,94.7,77.1
COc1cc(CNc2nnc(C)c(C)n2)ccc1O,108.6,106.1,108.4,86.9,104.8,116.5,98.5,107.0,99.6
Cc1cn(CC(C)C)c(=O)[nH]c1=O,109.6,104.1,113.7,92.1,98.2,109.9,102.2,98.5,97.7
CCN(CC)c1ccc2c(c1)Oc1nc(N)c(C#N)c(N)c1C2Sc1ccc(OC)cc1 (centres undefined),51.9,34.0,32.2,106.0,46.2,-3.8*,5.2*,-15.1*,-0.1*
CCOC(=O)C(NC(C)=O)/C(C)=N\Nc1ccc([N+](=O)[O-])cc1[N+](=O)[O-] (centres undefined),112.1,97.7,100.6,102.2,113.0,96.2,103.5,107.9,118.5
C/C(Cc1ccc(Cl)cc1)=C(\c1ccc(OCCCN(C)C)cc1)c1ccc(OC(=O)C2CCCCC2)cc1,101.5,92.8,101.3,108.7,116.3,112.0,97.4,104.4,110.1
[N-]=[N+]=C1C(=O)NC(=O)N2C3CC(O)C(COC12)O3 (centres undefined),101.0,112.4,106.0,120.6,nt,112.1,103.7,118.9,121.3

Entries of single compounds from above.
COc1cc(Nc2ncccc2C(=O)NCc2cn(Cc3cccc(Oc4ccccc4)c3)nn2)cc(OC)c1OC across the screens: OVCAR-5: 104.8; SK-OV-3: 99.9; ACHN: 80.5; A498: 78.1; OVCAR-4: 57.5; IGROV1: 80.0; OVCAR-8: 62.4; OVCAR-3: 94.7; RXF 393: 77.1
[N-]=[N+]=C1C(=O)NC(=O)N2C3CC(O)C(COC12)O3 (centres undefined) across the screens: OVCAR-5: 101.0; SK-OV-3: 112.4; ACHN: 106.0; A498: 120.6; OVCAR-4: nt; IGROV1: 112.1; OVCAR-8: 103.7; OVCAR-3: 118.9; RXF 393: 121.3
Cc1cn(CC(C)C)c(=O)[nH]c1=O across the screens: OVCAR-5: 109.6; SK-OV-3: 104.1; ACHN: 113.7; A498: 92.1; OVCAR-4: 98.2; IGROV1: 109.9; OVCAR-8: 102.2; OVCAR-3: 98.5; RXF 393: 97.7

(further entries)
compound,OVCAR-5,SK-OV-3,ACHN,A498,OVCAR-4,IGROV1,OVCAR-8,OVCAR-3,RXF 393
CCOC(=O)c1cn(CCN2CCCC2)c2nc(NCc3ccc(OC)c(OC)c3)nn2c1=O,107.0,96.3,105.2,135.4,113.9,100.2,103.2,107.3,98.9
Brc1c(-c2nc(-c3ccccc3)c(-c3ccccc3)[nH]2)sc2ccccc12,99.7,35.8,80.3,155.3,70.2,85.1,99.0,83.9,115.8
CC(C)(C)OC(=O)NCC(=O)N1CCC[C@H]1C(=O)OC/C=C/c1ccccc1,113.6,108.9,102.9,106.5,103.8,102.7,102.0,110.7,120.6
O=[N+]([O-])c1ccc(Cl)cc1/C=N\Nc1ccccn1,111.2,86.6,49.2,94.6,65.0,47.8,61.5,86.6,116.8
COc1cc(C=O)ccc1OC1OC(COC(C)=O)C(OC(C)=O)C(OC(C)=O)C1OC(C)=O (centres undefined),102.6,102.7,106.5,nt,103.1,113.4,102.3,104.0,103.2
CCN=C1C=CC(=C(c2ccc(N)cc2)c2ccc(N(CC)CC)c(C)c2)C=C1,18.2,6.5*,-2.2*,-26.5*,24.2,11.6,1.5*,-28.9*,-16.7*
Cc1ccc(/C=C/C2=NN(c3ccc(S(N)(=O)=O)cc3)C(c3ccc(C)o3)C2)o1 (centres undefined),101.2,91.3,100.3,97.5,117.4,101.5,103.5,101.0,102.7
Cc1nc2sc(C(=O)Nc3cccc4ccncc34)c(N)c2cc1C(C)O (centres undefined),101.4,82.1,86.0,nt,77.8,80.9,82.4,85.8,99.7
COc1ccc(/C=C2\C=C(c3ccc(Cl)c(Cl)c3)N(C(=O)c3ccccc3)NC2=O)cc1,93.4,86.0,90.0,101.7,82.8,69.3,93.0,92.0,85.4
CCN(CC)CC(C)(C)C(=O)/C=C/c1ccccc1,52.4,74.8,43.1,68.4,63.3,74.1,76.6,37.7,30.3

Quoted at random: two records from the list.
compound,OVCAR-5,SK-OV-3,ACHN,A498,OVCAR-4,IGROV1,OVCAR-8,OVCAR-3,RXF 393
COc1ccc(NC(=O)Cn2c3c(sc2=O)[C@H]2[C@@H](O)[C@@H](O)[C@H](O)[C@@H]2CS3)cc1,105.0,107.5,96.6,111.0,106.0,103.8,102.5,108.8,114.0
Cn1c(=O)c2ccc(-c3cc4ccccc4oc3=O)nc2n(C)c1=O,116.8,97.5,91.5,93.1,98.3,57.3,99.7,112.7,91.7

(list continues)
compound,OVCAR-5,SK-OV-3,ACHN,A498,OVCAR-4,IGROV1,OVCAR-8,OVCAR-3,RXF 393
CCCCC(C=O)(C=C=C(C)C)CC (centres undefined),98.3,98.0,99.3,82.0,96.5,110.5,98.5,107.1,106.1
CCOC(=O)[C@@H](Cc1ccccc1)NC(=O)c1[nH]c2ccc(Cl)cc2c(=O)c1C,105.7,100.2,95.6,142.6,102.4,96.2,97.8,111.2,98.5
[O-][n+]1cccc(O)c1,105.9,97.8,103.6,106.9,120.2,99.9,109.6,102.3,112.4
CN1CCN(c2ccc(NC3=C(Cl)C(=O)c4ncccc4C3=O)cc2C#N)CC1,73.5,86.3,-96.1*,79.7,-97.7*,-29.1*,26.8,-63.7*,nt
Nc1ccn(C2CCCCO2)c(=O)n1 (centres undefined),104.9,108.8,101.3,84.8,111.8,115.8,105.6,110.4,112.1
O=C(O)c1cc(=O)cc(C(=O)O)[nH]1,101.6,98.7,104.7,125.5,110.3,100.6,108.8,127.9,122.1
N#CC1=C(Oc2ccc(Cl)cc2)NC2c3ccccc3Sc3ccccc3N2C1=N (centres undefined),93.4,89.0,60.0,106.5,91.7,82.6,98.7,90.4,114.0
Cc1ccnc(NC(=O)OC(C)C)c1,90.2,104.3,100.9,87.8,nt,102.0,107.3,98.5,127.3
COc1ccc(NC(=O)Cn2cccc(Nc3ccccc3)c2=O)cc1,99.3,105.1,102.8,60.3,103.5,104.1,105.7,121.0,95.5
NS(=O)(=O)c1ccc(NCc2nc(NC(=O)c3ccncc3)c3ccccc3n2)cc1,85.6,94.7,81.0,90.0,100.9,86.5,95.3,99.5,101.7
CC(=O)c1cc2ccc(OCC(=O)N3CCCCC3)cc2oc1=O,95.2,86.5,100.9,100.4,101.2,109.5,107.0,103.8,111.8
CC(=O)c1ccc(NC(=O)c2cc(-c3ccccc3Cl)oc2C)cc1,102.2,113.3,105.3,102.8,103.9,122.7,103.9,nt,105.3
Cc1ccc(OC(=O)c2ccc(N)cc2O)cc1,96.7,109.2,101.0,83.4,96.8,125.9,101.7,100.2,104.5
O=C(Nc1ccc(Oc2cccc(Cl)c2)c(Cl)c1)c1cnccn1,60.4,83.3,40.0,50.2,38.9,27.0,28.0,-7.2*,-4.6*
COc1cnc2c(c1)C(=O)c1c-2n(CCCN2CCNCC2)c(=O)c2cc(F)ccc12,-0.5*,-12.7*,-78.1*,-25.7*,23.0,23.0,2.3*,2.7*,-36.0*
CN(Cc1ccccc1)Cc1ccccc1,103.3,113.1,107.9,114.1,112.9,99.4,117.4,105.6,104.2
O=[N+]([O-])c1ccccc1/C=C/C=N/N=C/c1ccccc1O,103.2,94.2,94.6,84.6,77.3,97.2,95.0,100.1,100.8

Outcome played no part in choosing rows (roughly 11% active in at least one column).
